Bioassay records (PubChem)
TRHR enhancer: allosterically enhances the human TRH receptor | TRHR cells, fluo-8 calcium fluorescence, EC20 TRH enhancement | enhancement, % at 2 µM | actives 0.66% (n = 360,000); in the data active = enhancement above about 30%; also: 0% is about no effect
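Enhancer read-out: after compound pinning and an initial kinetic agonist-mode read, an EC20 of TRH (10 nM final) was injected and fluo-8 calcium signal (Ex 480/Em 530) followed at 1 s/cycle for 100 cycles in TRHR-expressing cells.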
PI4K2A inh: inhibitors of human PI4K2A | activity change, negative = inhibition, % at 76.9 µM | Q9BTU6 | AID 1346378 | purified PI4K2A, ADP-Glo luminescence, 1 h; active compounds read low | actives 0.13% (n = 420,000); in the data active = activity change below about -50%; inconclusive = mostly about -30% to -49%;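 also: -100% = wells without enzyme as full effect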
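In this quantitative HTS, ADP production by PI4K2A was quantified luminescently after 1 h at ambient temperature; 100 microM adenosine served as plate-quality control.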
D2 agonist: activates the human D2 dopamine receptor. P14416. HEK293 T-REx D2 cells, calcium flux agonist mode. activation, % at 2 µM. actives 0.53% (n = 340,000);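 active = activation over 3 SD above normal in the single-dose calcium agonist read, cut at about 30% in these data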; also: 0% is about no effect
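Tetracycline-induced HEK293 Trex cells with D2 receptor force-coupled to calcium signaling, plated overnight at 30 C and loaded with no-wash calcium dye. Calcium flux read kinetically for 180 s after compound addition; responses flag agonists.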
USP1-UAF1 inh: inhibitors of human USP1/UAF1 deubiquitinase; Potency, µM (series often up to 57.1 µM), inactives show at the highest dose activity change, negative = inhibition, usual class: inhibitors; AID 743255; recombinant USP1/UAF1, Ub-Rhodamine cleavage fluorescence; actives 0.23% (n = 390,000); also: potency is read from the fitted curve at half-maximal effect; % is scaled to controls: 0 for no effect and ±100 for the full control effect; nearly all actives have a fitted effect of over 60% in size; inactives centre near -12
Target sequence (O94782 whole entry, looked up): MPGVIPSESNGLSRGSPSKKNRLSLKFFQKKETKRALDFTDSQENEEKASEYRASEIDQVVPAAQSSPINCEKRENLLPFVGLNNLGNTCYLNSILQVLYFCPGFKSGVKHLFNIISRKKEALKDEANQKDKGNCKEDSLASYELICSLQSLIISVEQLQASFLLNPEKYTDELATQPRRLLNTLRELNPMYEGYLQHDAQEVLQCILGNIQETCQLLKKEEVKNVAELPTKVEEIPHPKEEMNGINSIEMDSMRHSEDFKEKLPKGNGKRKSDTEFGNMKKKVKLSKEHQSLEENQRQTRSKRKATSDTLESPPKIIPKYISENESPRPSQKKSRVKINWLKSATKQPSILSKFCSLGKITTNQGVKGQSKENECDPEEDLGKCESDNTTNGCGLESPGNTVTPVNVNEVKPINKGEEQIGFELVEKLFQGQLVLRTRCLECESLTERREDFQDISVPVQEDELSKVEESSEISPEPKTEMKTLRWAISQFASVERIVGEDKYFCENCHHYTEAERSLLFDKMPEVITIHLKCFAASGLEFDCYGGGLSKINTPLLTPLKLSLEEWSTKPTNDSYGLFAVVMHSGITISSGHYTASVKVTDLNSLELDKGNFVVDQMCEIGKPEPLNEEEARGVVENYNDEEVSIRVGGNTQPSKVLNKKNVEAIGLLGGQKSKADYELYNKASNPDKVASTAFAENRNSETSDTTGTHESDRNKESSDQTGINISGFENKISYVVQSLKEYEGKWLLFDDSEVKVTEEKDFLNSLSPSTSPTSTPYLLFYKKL
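Step one: compound is pinned into 1nM USP1/UAF1 in HEPES pH 7.8 buffer with TCEP. Step two: 15 min room-temperature incubation. Step three: Ub-Rho (150nM final) starts cleavage, tracked by fluorescence over six one-minute reads.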
IDH1 R132H inh: inhibitors of human mutant IDH1 R132H | O75874 | IDH1-R132H enzyme, NADPH consumption, diaphorase/resazurin fluorescence | Potency, µM (titrated, usually from 76.6 µM), for the others: top-dose activity change, negative = inhibition, actives largely listed as inhibitors | actives 0.093% (n = 390,000); also: potency is read from the fitted curve at half-maximal effect; % is scaled to controls: 0 for no effect and ±100 for the full control effect; nearly all actives have a fitted effect of over 65% in size
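IDH1-R132H (0.5 ug/mL) preincubated 30 min with compound, then NADPH (0.016 mM) and alpha-KG (2 mM) added; 80 min at RT, pH 7.5. Remaining NADPH coupled via diaphorase/resazurin to fluorescence (540/590 nm); concentration-response curves normalized to no-enzyme control.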
TrxR1 substrate: rat thioredoxin reductase 1 substrate activity | O89049 | purified TrxR1 substrate turnover, NADPH consumption readout | Potency, µM (highest dose often 114 µM), for inactives: at the top dose activity change, negative = substrate turnover | actives 0.01% (n = 390,000) | AID 588456; also: potency is read from the fitted curve at half-maximal effect; % is scaled to controls: 0 for no effect and ±100 for the full control effect; nearly all actives have a fitted effect of over 50% in size
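Rat TrxR1, dispensed at 90 nM, was prereduced with 400 uM NADPH (final) for 5 min at ~22 deg C, then incubated with compound 15 min before 400 uM selenite. A first-read NADPH fluorescence drop versus no-compound background flagged substrates.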
TRHR ag: TRH receptor (human) agonism; P34981; TRHR cells, calcium flux fluo-8, FDSS agonist mode; activation, % at 2 µM; actives 0.18% (n = 360,000); in the data active = activation above about 30%; also: 0% is about no effect
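Agonist-mode FDSS calcium read (Ex 480/Em 530, 1 s cycles) in 1536-well TRHR cells with fluo-8 dye, after 10-cycle baseline and 23 nL compound addition; TRH at EC20 (10 nM final) added afterwards for the enhancer phase.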
rTrxR1 inhibitor: blocks rat thioredoxin reductase 1; O89049; recombinant rTrxR1, NADPH fluorescence consumption, selenite substrate; Potency, µM (top dose mostly 114 µM), for the others: at the top dose activity change, negative = inhibition, hits mostly inhibitors; actives 1% (n = 390,000); AID 588453; also: potency is read from the fitted curve at half-maximal effect; % is scaled to controls: 0 for no effect and ±100 for the full control effect; nearly all actives have a fitted effect of over 65% in size
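Rat TrxR1 (90 nM in the dispensed reagent) was pre-reduced with 400 uM NADPH for 5 min at room temperature, then incubated with compound for 15 min. After 400 uM selenite was added, NADPH fluorescence (Ex 340/Em 450 nm) was followed for 8 min.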
D2 antag: antagonizes the human D2 dopamine receptor; HEK293 TREx D2 cells, calcium flux, dopamine EC80; inhibition, % at 10 µM; actives 2% (n = 340,000); AID 485344; in the data active = inhibition above about 30%; also: 0% is about no effect
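In this primary screen, negative modulation is detected by tracking calcium flux after an EC80 dopamine challenge in inducible HEK293 T-REx D2 cells preexposed to test compound for 180 s.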
An asterisk follows results filed as active; ? = inconclusive; / = no result given; & = joins results of further samples; [ ] = dose if it differs, or a comment. Unless noted, calls follow the shape of the dose curve; as a rule, active = well fitted inhibition curve with a large enough effect; inconclusive = small, poorly fitted or top-dose-only effect; inactive = no such curve, though single readings can be large or run the other way.

SMILES | TRHR enhancer | PI4K2A inh | D2 agonist | USP1-UAF1 inh | IDH1 R132H inh | TrxR1 substrate | TRHR ag | rTrxR1 inhibitor | D2 antag
CCOC(=O)NC1(Nc2cccc(Cl)c2)Oc2ccccc2O1 | -8 | -6 | -1.6 | -17% | 14% | -4% | -1.3 | ? | -6
Cc1cccc(N2C(=O)c3ccc(C(=O)Nc4cccc(C(=O)O)c4)cc3C2=O)c1 | 0 | -1 | -0.5 | -20% | 2% | -1% | 0.3 | 11% | 10
COc1ccc(NC(=O)c2oc3ccccc3c2NC(=O)c2ccc(OC)c(OC)c2)c(OC)c1 | / | 4 | / | -16% | 0% | 2% | / | 7% | /
Cc1ccc(S(=O)(=O)c2ccc(Oc3cccc(C)c3)cc2)cc1 | -8 | -7 | 0.0 | -20% | 1% | -3% | 4.4 | -4% | 0
Cc1ccsc1/C=N\NC(=O)CCc1c(C)n[nH]c1C | -8 | 3 | -0.8 | -26% | 9% | -13%[57.1 µM] | 0.3 | 28%[57.1 µM] | -8
CCCS(=O)(=O)N1CCC(C(=O)NCCCOC(C)C)CC1 | -7 | -7 | 0.8 | 4% | 1% | -2%[11.4 µM] | 0.5 | -66%[57.1 µM] | -2
Cn1c(=O)[nH]c(=O)c2c1nc(N1CCN(C(=O)c3ccco3)CC1)n2CCCSc1ncccn1 | / | -3 | / | -22% | 8% | -5% | / | 5% | /
COc1ccc(-c2nonc2NC(=O)c2oc3ccccc3c2C)cc1OC | 2 | 3 | -0.5 | -1% | -2% | 6%[57.1 µM] | 0.4 | 2%[57.1 µM] | 8
Cc1cccc(OC(C)C(=O)OCC(=O)N2CCN(c3ccccc3)CC2)c1 (centres undefined) | / | 4 | / | 0% | 0% | -12% | / | 22%[57.1 µM] | /
Cc1ccc(NC(=O)CCc2nnc3ccc(N4CCC(C)CC4)nn23)nc1 | -8 | 3 | -0.4 | -13% | 3% | -6% | 0.4 | 6% | 32*
COc1ccc(CCNC(=O)c2ccc3c(c2)N(Cc2ccccc2F)C(=O)c2ccccc2S3(=O)=O)cc1OC | -7 | 2 | 0.1 | -26% | 13% | 2% | 1.3 | 28% | /
Cc1cc(S(=O)(=O)NC2CCN(Cc3ccccc3)CC2)c(C)cc1Cl | 3 | -2 | 1.2 | 3% | 13% | -5%[57.1 µM] | 1.3 | -21%[57.1 µM] | -17
NC(=O)COc1cc2oc(=O)c3c(c2cc1Cl)CCCC3 | 5 | 0 | -0.7 | -24% | 2% | 32%[activator] | -0.2 | 30% | -3
O=C(Cc1ccc(Cl)cc1)Nc1ccccc1C(=O)N1CCCC1 | 70* | 3 | 0.2 | 0% | 5% | -11% | 0.2 | -11% | 3
Cn1c(NCCc2ccccc2)cc(=O)n(C)c1=O | 8 | 7 | 0.8 | -16% | 1% | 4% | 0.7 | 6% | 0

An excerpt from above, reduced to TRHR ag, D2 agonist and USP1-UAF1 inh:
| smiles | TRHR ag | D2 agonist | USP1-UAF1 inh |
| --- | --- | --- | --- |
| Cc1cccc(OC(C)C(=O)OCC(=O)N2CCN(c3ccccc3)CC2)c1 (centres undefined) | / | / | 0% |
| Cc1ccc(NC(=O)CCc2nnc3ccc(N4CCC(C)CC4)nn23)nc1 | 0.4 | -0.4 | -13% |
| COc1ccc(CCNC(=O)c2ccc3c(c2)N(Cc2ccccc2F)C(=O)c2ccccc2S3(=O)=O)cc1OC | 1.3 | 0.1 | -26% |
| Cc1cc(S(=O)(=O)NC2CCN(Cc3ccccc3)CC2)c(C)cc1Cl | 1.3 | 1.2 | 3% |

More records
SMILES | TRHR enhancer | PI4K2A inh | D2 agonist | USP1-UAF1 inh | IDH1 R132H inh | TrxR1 substrate | TRHR ag | rTrxR1 inhibitor | D2 antag
COCCNc1oc(-c2ccc(F)cc2)nc1C#N | -10 | -1 | -0.1 | -6% | 3% | 215%[activator] | 1.2 | -9% | -5
O=C(C[C@H]1C(=O)N(c2ccccc2)C[C@@H]1Cc1ccccc1)Nc1ccccc1 | / | 2 | / | -17% | -1% | -4% | / | 7% | /
COc1ccc(CNC(=O)COC(=O)/C=C/c2ccc(S(=O)(=O)N3CCOCC3)cc2)cc1 | 2 | -2 | 0.1 | -14% | -4% | -1%[57.1 µM] | 0.3 | 0%[57.1 µM] | 7
O=C(NCc1cccnc1)c1cc(Sc2ccc(F)cc2F)nc2ccccc12 | -10 | -1 | 0.7 | -19% | 6% | -12% | 0.0 | -14% | 7
O=C(CSc1nnc(-c2ccccc2)n1C1CCCCC1)N1CCCC1 | -3 | -1 | -0.7 | -9% | 0% | 6% | -0.7 | 9% | -12
O=C(O)CP(=O)(c1ccccc1)c1ccccc1 | 3 | -6 | 0.7 | 3% | 6% | 8%[57.1 µM] | 0.6 | 9%[57.1 µM] | 12
COc1ccc(C/C(C)=N/NC(=O)c2ccc(Cl)cc2)cc1 | -2 | 6 | 0.9 | 4% | -2% | 7%[57.1 µM] | 0.8 | 13%[57.1 µM] | 23
O=C(NCCS(=O)(=O)N1CCN(c2ccccc2)CC1)c1ccco1 | -6 | -4 | 3.0 | -12% | 3% | -7% | 0.4 | -7% | 10
CCN(CC)c1ccc(/C=N/N2CCOCC2)cc1 | -1 | 1 | 0.7 | -6% | 4% | -9% | -0.3 | -6% | -4
CC1(C)Cc2ccccc2C(=O)N1 | 1 | 11 | 0.0 | -1% | -1% | -1% | 0.9 | 3% | 2
CC(O)(CS(=O)(=O)c1ccc(Br)cc1)c1ccccc1 (centres undefined) | 7 | -1 | 0.0 | -15% | 5% | 0% | -1.3 | 9% | 31*
Cc1ccccc1CN(C)C(=O)CNC(=O)c1ccc2ccccc2c1 | 3 | 8 | 0.4 | -18% | 6% | 10%[57.1 µM] | -0.3 | 16%[57.1 µM] | -13
O=C1[C@H]2[C@H](C=CC[C@H]2C(=O)N2CCOCC2)CCN1Cc1ccccc1 | / | 2 | / | -7% | 6% | 0%&-2% | / | 7%&10% | /
O=C(Cc1ccc(F)cc1)Nc1ccc(S(=O)(=O)N2CCCCC2)cc1 | -1 | 2 | 2.7 | 2% | 8% | -8% | 2.1 | 7%[57.1 µM] | -16
CC(C)n1cnnc1SCC(=O)Nc1cccnc1Cl | / | 0 | / | -9% | -1% | 1% | / | 12% | /
COc1ccc2[nH]cc(CCNC(=O)COc3ccc4ccc(=O)oc4c3)c2c1 | -8 | 2 | 0.2 | -19% | 5% | 3% | 0.9 | 10% | -2
O=C(N=C1SC2CS(=O)(=O)CC2N1Cc1ccc(Cl)cc1)C1CC1 (centres undefined) | -1 | -2 | 0.2 | -24% | -5% | 3% | 0.2 | 9% | 8
Cc1cc(Br)cc2c(C(=O)Nc3c(C)n(C)n(-c4ccccc4)c3=O)cc(-c3cccs3)nc12 | -12 | -1 | 1.0 | 2% | 1% | -7% | -0.5 | -10% | 3
Cc1cc(C(=O)c2ccc(C(C)(C)C)cc2)c(NC(=O)CCl)s1 | -1 | 1 | 0.2 | -8% | 7% | -15% | -0.2 | -25% | 2
O=C(COC(=O)c1cccs1)NCCc1ccc(F)cc1 | 1 | 0 | -0.9 | -12% | -1% | 3%[57.1 µM] | -0.5 | 9%[57.1 µM] | -8
Cn1ncc([N+](=O)[O-])c1C(=O)Nc1ccn(Cc2ccccc2F)n1 | 3 | 7 | 0.5 | -9% | 7% | 3% | 0.0 | 13% | -3
Cc1ccc(C)c(S(=O)(=O)N2CCN(C(=O)c3ccc4ccccc4n3)CC2)c1 | 19 | -6 | 0.4 | -13% | 7% | 5% | -0.2 | 35% | -13
Clc1ccccc1CSc1ncn(-c2ccccc2)n1 | 0 | -5 | -1.0 | -15% | 11% | 7% | 0.5 | 8% | 14
CCCNC(=O)NC(=O)COC(=O)c1cccc(NS(=O)(=O)c2ccc(F)c(F)c2)c1 | 14 | 3 | -0.8 | -20% | 8% | -9% | -1.9 | -7% | -16
CCOC(=O)CCC(=O)Nc1cc(S(=O)(=O)N2CCOCC2)ccc1N1CCCCC1 | 0 | -4 | 0.3 | -21% | 2% | 4% | -0.1 | 22% | -38
CCC(C(=O)NC1CC1)n1nc(C)c2c(C)n(-c3ccccc3)nc2c1=O (centres undefined) | -4 | 2 | 0.3 | -18% | 0% | -2% | 0.1 | -5% | -15
CC1Sc2ccc(S(=O)(=O)CCC(=O)NC(C)c3ccccc3)cc2NC1=O (centres undefined) | -5 | 0 | -0.1 | -6% | -9% | -1% | 0.1 | 3% | -7
O=C(CCCOc1ccc(Cl)cc1Cl)Nc1cc(S(=O)(=O)N2CCOCC2)ccc1N1CCOCC1 | / | -2 | / | -23% | 2% | -2% | / | 19% | /
C#CCC(NC(=O)c1ccc(C#N)cc1)C(=O)NCCC (centres undefined) | 15 | -2 | -0.5 | -6% | -5% | 1% | -0.1 | 10% | 0
Cc1cc(=O)c2cc(C(=O)Nc3ccccc3C)ccc2[nH]1 | 1 | -5 | -1.3 | -4% | -13% | -9% | -0.1 | 4% | /
C=CCn1cccc(C(=O)Nc2ccc(SC)cc2)c1=O | 0 | -4 | 2.7 | -24% | 3% | -8% | 0.7 | -17% | -3
CCOC(=O)C1=C(O)C(=O)N(c2ccc(S(N)(=O)=O)cc2)C1c1ccc([N+](=O)[O-])cc1 (centres undefined) | 6 | -1 | 0.2 | -16% | -14% | -10% | 0.0 | -7% | 1
Cn1cccc1/C=N/NC(=O)CNc1cccc2ccccc12 | -5 | -4 | -0.1 | 0% | 4% | 19% | 0.3 | -3%[57.1 µM] | 9

Arranged by molecular weight (lowest first): 3 of the compounds above.
SMILES | TRHR enhancer | PI4K2A inh | D2 agonist | USP1-UAF1 inh | IDH1 R132H inh | TrxR1 substrate | TRHR ag | rTrxR1 inhibitor | D2 antag
Cn1cccc1/C=N/NC(=O)CNc1cccc2ccccc12 | -5 | -4 | -0.1 | 0% | 4% | 19% | 0.3 | -3%[57.1 µM] | 9
Cc1ccc(C)c(S(=O)(=O)N2CCN(C(=O)c3ccc4ccccc4n3)CC2)c1 | 19 | -6 | 0.4 | -13% | 7% | 5% | -0.2 | 35% | -13
O=C(CCCOc1ccc(Cl)cc1Cl)Nc1cc(S(=O)(=O)N2CCOCC2)ccc1N1CCOCC1 | / | -2 | / | -23% | 2% | -2% | / | 19% | /
